APOBEC3A inh: inhibitors of human APOBEC3A DNA deaminase | hit rate 0.41% among 330,000 | P31941 | AID 493011 | recombinant A3A, FAM/TAMRA ssDNA deamination fluorescence | inhibition, % at 20 µM;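 active = at least 40% inhibition at 20 µM here, with at most 30% in a related deaminase screen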;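 also: plate controls were A3A with DMSO for no effect and wells lacking A3A enzyme for full effect; some results filed as inactive read as strong as hits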
Target sequence (P31941 whole entry, looked up): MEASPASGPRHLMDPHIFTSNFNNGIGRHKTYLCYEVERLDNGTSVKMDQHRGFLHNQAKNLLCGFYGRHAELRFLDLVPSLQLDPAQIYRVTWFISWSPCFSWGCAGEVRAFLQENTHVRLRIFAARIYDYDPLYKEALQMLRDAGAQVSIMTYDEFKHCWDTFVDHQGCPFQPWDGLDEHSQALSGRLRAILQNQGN
HKDC1 inh: HKDC1 (human) hexokinase inhibition; inhibition, % at 20 µM; recombinant HKDC1, G6PDH/diaphorase resazurin coupled fluorescence; hit rate 0.16% among 340,000; Q2TB90;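 active = inhibition above about 35% when tested at 20 µM, limit read from the data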;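 also: plate controls were DMSO wells with enzyme for no effect and DMSO wells lacking enzyme for full effect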
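Test system: Recombinant HKDC1 (HK5) hexokinase enzyme, produced in-house | Input: HKDC1 at 5 µg/mL | Buffer or medium: Tris pH 8.0 buffer with MgCl2, Tween-20, BSA, BME | Schedule: 90 min reaction incubation at room temperature, dark | Technique: Resazurin-to-resorufin fluorescence via G6PDH and diaphorase coupling, 525/613 nm | Controls: DMSO wells with and without enzyme mix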
mIAP block: blocks mouse intestinal alkaline phosphatase; purified mouse IAP, CDP-Star luminescence, 30 min; inhibition, % at 10 µM; AID 2806; hit rate 0.2% among 330,000;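 active = inhibition of at least 40% at 10 µM in the primary screen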;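 also: plate controls were DMSO with enzyme for no effect and no enzyme wells for full effect; values of inactives mirror those of a sister screen read the other way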
ATG4B inh: blocks human ATG4B protease cleavage of LC3 substrate. Q9Y4P1. ATG4B cleavage of LC3-PLA2, NBD-HPC fluorescence, 1 h. inhibition, % at 8.33 µM. hit rate 0.51% among 340,000. AID 504462; in the data active = inhibition above about 40%
Target sequence (Q9Y4P1 whole entry, looked up): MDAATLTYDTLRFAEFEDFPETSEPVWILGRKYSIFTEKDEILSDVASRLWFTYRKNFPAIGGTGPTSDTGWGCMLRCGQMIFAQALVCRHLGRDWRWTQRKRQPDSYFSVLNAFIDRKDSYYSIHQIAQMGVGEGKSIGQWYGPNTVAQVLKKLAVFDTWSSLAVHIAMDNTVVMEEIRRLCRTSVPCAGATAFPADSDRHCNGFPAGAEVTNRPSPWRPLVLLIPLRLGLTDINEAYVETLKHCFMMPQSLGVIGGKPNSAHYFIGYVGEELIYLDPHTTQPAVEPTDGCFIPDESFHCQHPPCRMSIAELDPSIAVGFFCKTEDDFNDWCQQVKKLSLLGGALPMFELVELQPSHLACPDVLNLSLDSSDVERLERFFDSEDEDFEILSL
PfG6PD inh: PfG6PD (Plasmodium falciparum) enzyme inhibition | AID 504690 | hit rate 0.78% among 350,000 | inhibition, % at 20 µM | PfGluPho enzyme, NADPH resazurin-diaphorase fluorescence;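 active = inhibition reaching at least a set limit at 20 µM in the primary screen, cut at about 59% in these data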;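 also: 0% = DMSO wells with substrate and 100% = DMSO wells lacking glucose-6-phosphate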
hIAP activ: human IAP activation | P09923 | purified human IAP, CDP-Star luminescence, 30 min; active compounds read high; 1 = vehicle-only enzyme, 0 = enzyme-free background | activation factor at 10 µM | hit rate 0.16% among 330,000;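 active = activation factor of the enzyme at least 2-fold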; also: the source names both 10 and 20 µM as test concentration; values of inactives mirror those of a sister screen read the other way
hIAP block: human IAP inhibition; P09923; purified IAP, CDP-Star luminescence, 30 min; inhibition, % at 10 µM; hit rate 0.12% among 330,000;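 active = inhibition reaching a set limit with compound at 10 µM in the primary screen, cut at about 35% in these data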;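 also: plate controls were DMSO wells with enzyme for no effect and no-enzyme buffer wells for full effect; values of inactives mirror those of a sister screen read the other way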
mIAP act: mouse IAP activation | muIAP, CDP-Star luminescence, 30 min; active compounds read high; 1 = vehicle-only enzyme signal, 0 = enzyme-free wells | activation factor at 10 µM | hit rate 0.24% among 330,000;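 active = activation factor of at least 2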; also: the source names both 10 and 20 µM as test concentration; values of inactives mirror those of a sister screen read the other way
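Assay system: mouse IAP enzyme; Reagent: CDP-Star chemiluminescent phosphatase substrate; Compound: DMSO-dissolved test compounds; Incubation: 30 min, room temperature; Technique: luminescence from enzymatic CDP-Star hydrolysis; Controls: DMSO-only wells and no-enzyme negative control.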
* marks the source's active call; other numbers are inactive results.

SMILES	APOBEC3A inh	HKDC1 inh	mIAP block	ATG4B inh	PfG6PD inh	hIAP activ	hIAP block	mIAP act
Cc1ccc2nc(SC(C)C(=O)Nc3cccc([N+](=O)[O-])c3)[nH]c2c1 (stereo not given)	2	14	16	-4	31	0.92	8	0.84
CCOC(=O)c1nc(Nc2ccc(OC)cc2)c2ccccc2n1	1	2	-3	4	-3	0.94	6	1
COc1ccc(N2C(=O)CC(NCc3ccncc3)C2=O)cc1 (stereo not given)	2	-3	11	-10	-10	1	-4	0.89
Cc1nonc1NCn1nnc2ccccc21	-3	-7	-10	-1	-16	1.1	-15	1.1
O=C(CCNS(=O)(=O)c1ccc(Cl)cc1)OCC(=O)c1ccc[nH]1	-3	-4	4	-3	-1	1.3	-27	0.96
Oc1ccc2ccccc2c1C=Nc1ccccc1-c1nc2ccccc2[nH]1	0	30	2	4	39	1	-5	0.98
CCN(CC)C(=O)CSc1nc2cc3c(cc2c(=O)n1Cc1ccc(OC)cc1)OCO3	-9	-1	-13	12	-10	0.92	8	1.1
COc1ccccc1N1CCN(CCOc2c(OC)cccc2OC)CC1	-4	6	6	0	-21	1.1	-13	0.94
O=C(CC(SCc1ccco1)c1ccc(O)cc1)c1cccs1 (stereo not given)	4	-3	38	6	-3	1.1	-10	0.62
Cc1cccc[n+]1CC(=O)Nc1cccc([N+](=O)[O-])c1	-3	4	10	11	-9	0.99	1	0.9
Cc1cc(N2CCCC2=O)ccc1S(=O)(=O)NC1CCCCC1	-1	-5	9	-1	-10	0.98	2	0.91
O=C(/C=C/Nc1cccc(F)c1)c1ccco1	-3	5	6	-3	17	0.91	9	0.94
Cc1onc(-c2c(F)cccc2Cl)c1C(=O)N1CCOC12CCCCC2	2	-10	-2	-1	-13	1.2	-16	1
Cc1sc2ncnc(NCc3ccccc3)c2c1C	1	-1	-4	7	-5	1	-3	1
COc1ccc(-c2nc(-c3ccccc3)nc(Cl)c2C#N)cc1	-1	14	7	10	-21	0.88	12	0.93
Cn1nc(-c2ccccc2)c(C(=O)NC(C(=O)O)c2ccccc2)c1Cl (stereo not given)	-2	-4	-2	-2	1	0.95	5	1
CC1CC1c1ccc(/C=C(\C#N)C(=O)Nc2cccc(Cl)c2Cl)o1 (stereo not given)	3	-5	7	12	5	0.86	14	0.93
CC(C)=C1C2CCC1C(C(=O)NCCc1ccccc1)C2C(=O)O (stereo not given)	-6	-7	-4	2	13	1.1	-10	1
O=C(OCc1cc2ccccc2[nH]c1=O)c1cccs1	13	15	6	-2	-9	0.95	5	0.94
COc1cccc(NC(=O)CN(C)C(=O)Cc2ccc(Cl)cc2Cl)c1	-3	4	-5	2	-8	0.77	23	1
CCOC(=O)c1sc2nc(N3CCOCC3)c3c(c2c1N)CC(C(C)C)OC3 (stereo not given)	-5	-1	-8	4	-2	1	-4	1.1
COc1ccc(CCNC(=O)CSc2nc(C)cs2)cc1	0	-13	1	1	1	0.87	13	0.99
S=C(NC1CCCC1)N1CCOCC1	-1	-3	-2	12	-10	0.84	16	1
COC(=O)C1CCN(C(=O)COC(=O)c2cc(-c3ccccc3)nc3ccc(OC)cc23)CC1	3	4	10	-45	20	0.92	8	0.9
CCC1CN(C(=O)NCc2cccc(OC)c2)c2ccccc2O1 (stereo not given)	-2	-7	-4	9	12	0.97	3	1
COc1ccc(N2CC(C(=O)Nc3nnc(SCc4ccccn4)s3)CC2=O)cc1 (stereo not given)	1	-6	7	3	-12	0.91	9	0.93
Cc1cc(C)n(-c2ncccc2[N+](=O)[O-])n1	0	-2	-1	-6	-1	1.2	-18	1
O=S(=O)(c1ccc(Br)cc1)N1CCN=C1SCc1cccnc1	-4	9	4	-5	26	1.1	-11	0.96
CC1(C)CC(=O)C(Sc2ccccc2[N+](=O)[O-])=C(O)C1	0	-8	-6	-9	7	1.1	-8	1.1
COc1ccccc1NC(=O)Nc1ccccc1C#N	2	-7	2	-10	7	0.92	8	0.98

Not a retest: an excerpt of the list.
SMILES	APOBEC3A inh	HKDC1 inh	mIAP block	ATG4B inh	PfG6PD inh	hIAP activ	hIAP block	mIAP act
COc1ccc(CCNC(=O)CSc2nc(C)cs2)cc1	0	-13	1	1	1	0.87	13	0.99
S=C(NC1CCCC1)N1CCOCC1	-1	-3	-2	12	-10	0.84	16	1
COC(=O)C1CCN(C(=O)COC(=O)c2cc(-c3ccccc3)nc3ccc(OC)cc23)CC1	3	4	10	-45	20	0.92	8	0.9
CCC1CN(C(=O)NCc2cccc(OC)c2)c2ccccc2O1 (stereo not given)	-2	-7	-4	9	12	0.97	3	1
COc1ccc(N2CC(C(=O)Nc3nnc(SCc4ccccn4)s3)CC2=O)cc1 (stereo not given)	1	-6	7	3	-12	0.91	9	0.93

(more compounds)
SMILES	APOBEC3A inh	HKDC1 inh	mIAP block	ATG4B inh	PfG6PD inh	hIAP activ	hIAP block	mIAP act
COC(=O)c1nc(-c2ccccc2)oc1N1CCOCC1	-1	-12	3	1	6	1.1	-5	0.97
O=C(O)Cn1ncc2c1-c1ccoc1CC2	15	17	0	7	8	1.1	-8	1
COc1ccc(S(=O)(=O)NC(Cc2ccccc2)C(=O)O)cc1 (stereo not given)	-5	-1	2	2	-17	1	0	0.98
Cc1cc(C(F)(F)F)nn1CC(=O)NCc1cccs1	0	7	8	11	-6	1.1	-12	0.92
COc1cccc(NC(=O)CN(C)C(=O)CCCNC(=O)c2ccc(Cl)cc2)c1	3	-5	-12	-17	-9	1.1	-7	1.1
CCN(CC)S(=O)(=O)c1ccc(N2CCCC2)c(NC(=O)c2c(-c3ccccc3)noc2C)c1	3	-2	-4	-2	8	1	-2	1
COc1ccc(/C=N/n2c(C)cc(C)c(C(N)=O)c2=O)cc1	0	-9	-6	-19	-5	1.2	-18	1.1
Cc1cc(N=NC(=O)c2ccccc2O)c2ccccc2c1O	-2	-2	11	-11	64*	0.93	7	0.89
O=C(NCc1ccco1)c1cc(-c2ccc(Cl)cc2)on1	0	3	-3	8	-10	1	-2	1
CCC1(C)Cc2ccccc2-c2nc(NCCO)n(-c3ccccc3)c(=O)c21 (stereo not given)	-1	3	7	-4	4	1.1	-6	0.93

Look-ups from the results shown:
COC(=O)c1nc(-c2ccccc2)oc1N1CCOCC1 – hIAP activ = 1.1
COc1ccc(S(=O)(=O)NC(Cc2ccccc2)C(=O)O)cc1 (stereo not given) – APOBEC3A inh = -5

Other compounds follow.
SMILES	APOBEC3A inh	HKDC1 inh	mIAP block	ATG4B inh	PfG6PD inh	hIAP activ	hIAP block	mIAP act
CN(CC(=O)OCC(=O)NCC(F)(F)F)S(=O)(=O)c1ccc(Cl)cc1	-2	16	3	7	-17	0.88	12	0.97
CCCc1c(C(=O)N/N=C/c2cccnc2)nnn1-c1nonc1N	-2	0	-4	1	-1	0.97	3	1
Cc1cc(C)n(-c2nc3c(c(=O)[nH]c(=O)n3C)n2CC(C)C)n1	0	3	0	3	-9	0.97	3	1
Cc1ccc(CC(=O)Nc2ccc(F)c([N+](=O)[O-])c2)cc1	2	-5	6	-3	-5	1.2	-15	0.94
CCOC(=O)c1c(C)[nH]c(C)c1C(=O)COC(=O)c1cccnc1Cl	-1	11	-7	4	-23	1	-2	1.1
O=c1[nH]c(SCc2nc3ccccc3c(=O)n2-c2ccccc2C(F)(F)F)nc2ccccc12	0	-21	7	5	20	0.99	1	0.93
COc1ccc(CCNC(=O)Cn2cnc3c2c(=O)n(C)c(=O)n3C)cc1OC	0	-2	-2	5	0	0.89	11	1
COC(=O)c1c2c(nc3ccccc13)CCC2	4	-2	6	-1	-19	0.95	5	0.94
Cc1c(C(=O)NC2CCCCC2)sc2ncnc(N3CCN(c4ccccc4)CC3)c12	-4	-2	0	5	-1	1.3	-33	1
CC(=O)N(/N=C1\Sc2ccccc2C1=O)c1cccc(C)c1	5	1	14	-2	53	0.97	3	0.86
COc1ccc(S(=O)(=O)Nc2cc3c4c(c2)CCN4C(=O)CC3)cc1OC	0	-6	-3	3	7	1	-2	1
Cc1ccc(C(=O)CSc2nnc(-c3c[nH]c4ccccc34)o2)cc1	-3	7	2	0	-9	0.94	6	0.98
COc1ccc(/C=N/NC(=O)CN(C)C(=O)OCc2ccccc2)cc1OC	1	1	1	-4	-9	1.1	-6	0.99
COc1ccc(S(=O)(=O)N2CCCCC2)cc1NC(=O)c1ccc(N2CCCC2=O)cc1	1	-10	-3	-57	3	1	-4	1
CN(C)/C=N/c1cc(=O)[nH]c(=O)n1Cc1ccccc1	1	-4	-2	-10	10	1	-4	1
CCOC(=O)NC(=O)COC(=O)c1ccc(Sc2ncn[nH]2)c([N+](=O)[O-])c1	-6	0	-2	0	-21	1	-2	1
COc1ccc(-c2sc3ccccc3c2-c2ccc(OCCN(C)C)cc2)cc1	-4	1	-3	16	12	0.81	19	1
CC(=O)N1c2ccc(S(=O)(=O)NCCC(=O)N3CCC(C)CC3)cc2CC1C (stereo not given)	-3	-8	2	3	6	0.98	2	0.98
Cc1c(Cl)cccc1NC(=O)N1CCCC1	-2	-8	11	-2	-14	1	-4	0.89
COc1cccc(C(=O)CSc2nnc(COc3cccc4cccnc34)o2)c1	5	1	16	-11	1	1.1	-5	0.84

A draw from above in order of SMILES length, low to high.
SMILES	APOBEC3A inh	HKDC1 inh	mIAP block	ATG4B inh	PfG6PD inh	hIAP activ	hIAP block	mIAP act
S=C(NC1CCCC1)N1CCOCC1	-1	-3	-2	12	-10	0.84	16	1
Cc1sc2ncnc(NCc3ccccc3)c2c1C	1	-1	-4	7	-5	1	-3	1
Cn1nc(-c2ccccc2)c(C(=O)NC(C(=O)O)c2ccccc2)c1Cl (stereo not given)	-2	-4	-2	-2	1	0.95	5	1
CCOC(=O)c1sc2nc(N3CCOCC3)c3c(c2c1N)CC(C(C)C)OC3 (stereo not given)	-5	-1	-8	4	-2	1	-4	1.1
COc1ccc(S(=O)(=O)Nc2cc3c4c(c2)CCN4C(=O)CC3)cc1OC	0	-6	-3	3	7	1	-2	1
O=c1[nH]c(SCc2nc3ccccc3c(=O)n2-c2ccccc2C(F)(F)F)nc2ccccc12	0	-21	7	5	20	0.99	1	0.93

Compound activity from PubChem.
